beta cell repl = induces beta-cell replication in MIN6 cells | proliferation, % at 10 µM | actives 0.29% (n = 330,000) | MIN6 cells proliferation, ATPlite luminescence, 48 h; cells starved in 0.2% serum; 100% = growth in 10% serum | AID 2380;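 active = compounds whose signal lies at least 3.5 SD above the mean of all wells on their plate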;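 also: 0% = DMSO-treated cells in low-serum medium and 100% = 10% serum control; some compounds called inactive have numbers as strong as hits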
APJ ag = APJ receptor agonism. CHO-K1 APJ PathHunter beta-arrestin, luminescence; 0% DMSO wells, 100% apelin. activation, % at 20 µM. actives 0.11% (n = 330,000). AID 2520;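 active = activation more than six SD over the plate average, tested at 20 µM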;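 also: 0% = DMSO alone and 100% = apelin-13 at 10 nM; some results filed as inactive read as strong as hits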
Target sequence (P35414 whole entry, looked up): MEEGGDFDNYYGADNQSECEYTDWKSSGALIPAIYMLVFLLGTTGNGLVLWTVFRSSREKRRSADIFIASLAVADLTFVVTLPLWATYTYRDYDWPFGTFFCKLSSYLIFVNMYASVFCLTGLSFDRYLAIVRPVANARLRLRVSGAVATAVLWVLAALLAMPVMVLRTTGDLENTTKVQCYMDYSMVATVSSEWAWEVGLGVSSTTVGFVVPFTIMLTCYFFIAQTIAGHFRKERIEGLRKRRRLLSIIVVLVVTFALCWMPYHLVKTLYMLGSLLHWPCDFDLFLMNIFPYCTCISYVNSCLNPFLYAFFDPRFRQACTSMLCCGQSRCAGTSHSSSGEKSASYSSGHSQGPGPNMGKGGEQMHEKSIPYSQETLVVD
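Test system: CHO-K1 APJ beta-arrestin complementation cell line | Compound: Single test compound dose, 20 µM final, 1% DMSO | Incubation: Compound 90 min 25 °C, reagent 1 h | Measured by: beta-gal luminescence | Read-out basis: APJ–arrestin association signal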
TIM10 inh = TIM10 yeast growth inhibition; S. cerevisiae TIM10 strain growth, BacTiter-Glo luminescence, 24 h; inhibition, % at 10 µM; actives 1.4% (n = 330,000);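 active = inhibition of 40% or more at the single tested concentration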;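 also: wild-type TIM10 isogenic control strain grown at permissive 25 °C; 0% = DMSO yeast wells and 100% = minimal medium wells without yeast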
NLRP3 yeast inh = NALP3 inhibition in yeast | Yeast reconstituted NLRP3/ASC/caspase-1, beta-gal luminescence, 24 h | inhibition, % at 10 µM | actives 0.39% (n = 330,000) | AID 2825;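 active = inhibition of 50% or more; inactive = inhibition below 50%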;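 also: plate controls were induced DMSO wells for no effect and uninduced yeast grown without galactose for full effect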
MPTP block = inhibitors of mitochondrial permeability transition pore; inhibition, % at 10 µM; actives 1.4% (n = 360,000); isolated mouse mitochondria, Ca2+ swelling absorbance, 30 min; AID 602449;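 active = inhibition of 50% or more, scaled per plate between neutral and stimulator controls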;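 also: 0% = DMSO wells given calcium and 100% = 1 mM EGTA wells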
tim23-1 inh = growth inhibitors of tim23-1 mutant yeast; actives 1.3% (n = 330,000); S. cerevisiae tim23-1 growth, BacTiter-Glo luminescence, 24 h; inhibition, % at 20 µM;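 active = growth inhibition of the mutant yeast at or above 50%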;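 also: temperature-sensitive mutant grown at 25 °C; plate controls were DMSO-treated mutant yeast for no effect and medium wells lacking yeast for full effect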
NR3A LBD binder = modulates the human NR3A ligand-binding domain; Tm shift relative to glycine control, % at 25 µM; actives 2.5% (n = 340,000); NR3A LBD differential scanning fluorimetry, Tm shift; 0% = protein alone, 100% = glycine-bound protein;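 active = melting temperature shift of at least 10% of the positive control shift, at one fixed dose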
tim10-1 inh = growth inhibitors of tim10-1 mutant yeast. S. cerevisiae tim10-1 ts strain growth, BacTiter-Glo, 24 h. inhibition, % at 20 µM. actives 2.2% (n = 330,000). AID 463190;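 active = inhibition of at least 40%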;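 also: mutant grown at 25 °C; 0% = DMSO wells with yeast and 100% = wells holding no yeast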
APJ antagonist = antagonists of human APJ apelin receptor | CHO-K1 APJ beta-arrestin complementation, luminescence | actives 0.32% (n = 330,000) | inhibition, % at 20 µM | P35414;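 active = inhibition above about 40% at 20 µM, limit read from the data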;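 also: cells challenged with 10 nM apelin-13 agonist together with compound; plate controls were apelin-13 plus DMSO wells for no effect and DMSO wells lacking apelin-13 for full effect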
Numbers without * were called inactive; x = not tested or not shown.

SMILES	beta cell repl	APJ ag	TIM10 inh	NLRP3 yeast inh	MPTP block	tim23-1 inh	NR3A LBD binder	tim10-1 inh	APJ antagonist
Cc1ccc(C(C(=O)NC2CCCC2)N(Cc2ccc(F)cc2)C(=O)c2snc(C(N)=O)c2N)o1 (stereo unspecified)	0	-2	18	7	-0.2	14	-1	12	9
CCOc1ccc(CCNC(=O)c2ccc(S(=O)(=O)N3CCCC3)cc2)cc1OCC	-2	13	4	31	-0.3	12	-1	19	7
O=C(NCc1ccc(Cl)cc1)c1ccc2c(=O)n(CC3CCCO3)c(=S)[nH]c2c1 (stereo unspecified)	-3	0	-15	21	1.5	12	0	8	10
CCOC(=O)N1CCc2c(sc3ncn(Cc4ccc(F)cc4)c(=O)c23)C1	-1	-2	-2	7	1.3	17	1	15	11
CCc1nc2ccc(C(=O)NCCCN3CCN(c4ccc(F)cc4)CC3)cc2nc1CC	1	-2	-9	6	-0.9	10	-1	16	-14
Cc1ccc(S(=O)(=O)Nc2ccc3cn[nH]c3c2)c(C)c1	0	-1	7	4	0.1	1	2	3	4
COc1ccc(NC(=S)Nc2ccccc2SC)c(OC)c1	-1	-3	8	15	1.3	23	0	12	9
N#CC1(Cc2ccccc2Cl)c2ccccc2C=CN1C(=O)c1ccccc1 (stereo unspecified)	-7	-4	24	11	-0.2	26	1	30	26
Cc1c(Cl)c([N+](=O)[O-])nn1CCCC(=O)N1CCN(c2ccccc2)CC1	-2	-4	-1	4	0.4	12	-3	6	14
O=C(CN1CCN(S(=O)(=O)N2CCCCC2)CC1)Nc1ccc(Cl)c(Cl)c1	-2	-3	14	16	0.8	27	-8	17	2

Profiles, looked up by structure. Values in the order: beta cell repl, APJ ag, TIM10 inh, NLRP3 yeast inh, MPTP block, tim23-1 inh, NR3A LBD binder, tim10-1 inh, APJ antagonist
Cc1ccc(S(=O)(=O)Nc2ccc3cn[nH]c3c2)c(C)c1 across the screens: 0, -1, 7, 4, 0.1, 1, 2, 3, 4
CCOC(=O)N1CCc2c(sc3ncn(Cc4ccc(F)cc4)c(=O)c23)C1 across the screens: -1, -2, -2, 7, 1.3, 17, 1, 15, 11

The listing picks up, repeating the two entries before the break.
SMILES	beta cell repl	APJ ag	TIM10 inh	NLRP3 yeast inh	MPTP block	tim23-1 inh	NR3A LBD binder	tim10-1 inh	APJ antagonist
Cc1c(Cl)c([N+](=O)[O-])nn1CCCC(=O)N1CCN(c2ccccc2)CC1	-2	-4	-1	4	0.4	12	-3	6	14
O=C(CN1CCN(S(=O)(=O)N2CCCCC2)CC1)Nc1ccc(Cl)c(Cl)c1	-2	-3	14	16	0.8	27	-8	17	2
O=C1CCCN2N=C(SCC(=O)Nc3cccc(C(F)(F)F)c3)SC2=N1	-4	4	-9	21	74*	-1	-2	8	2
CCCCOC(=O)c1ccc(Nc2ncnc3nc[nH]c23)cc1	-2	-3	-7	41	2.0	12	-2	12	20
Cc1ccccc1CN(C)C(=O)c1ccc2ccccc2n1	4	-2	5	19	0.2	10	-1	-13	3
Cc1cc(NC(=O)CC2(CC(=O)O)CCCC2)n(C)n1	-2	-5	8	13	-0.7	7	0	9	0
CCc1ccc(CN2C(=O)CCC2(C)C(=O)NC2CCCC2)cc1 (stereo unspecified)	-4	-1	-5	4	-0.1	13	-1	16	-7
CC(C)=CCN1CCN(Cc2ccc(Sc3nncn3C)o2)CC1CCO (stereo unspecified)	0	-3	5	1	1.5	1	-1	8	9
O=C(O)CCCC(=O)Nc1ccccc1Oc1ccccc1	-3	3	16	13	2.7	18	-2	13	-6
CCN1CCc2c(sc(NC(=O)c3ccc(S(=O)(=O)N4CC(C)OC(C)C4)cc3)c2C(N)=O)C1 (stereo unspecified)	-3	-3	0	10	1.2	20	1	20	23
O=C(N/N=C\c1ccc(Cl)s1)c1cccs1	3	-2	25	25	0.0	10	5	23	-7
CC[C@]12c3[nH]c4cc(-c5ccco5)ccc4c3CCN1C(=O)[C@@H](CC(=O)NC/C=C(\C)CCC=C(C)C)C[C@@H]2C(=O)N1CCN(C(=O)c2ccco2)CC1	x	x	0	x	0.7	31	2	13	x
COc1cc(O)c(C(CCN2CCCCC2)c2cc(OC)c(OC)c(OC)c2)c(OC)c1 (stereo unspecified)	-5	4	12	-2	1.4	11	0	8	-5
Cc1ccc(C)c(CN2CCCN(C(=O)Cn3ncc4c3-c3ccccc3OC4)C2)c1	-3	-4	15	-4	-1.6	28	0	29	-7
O=c1cc(C23CC4CC(CC(C4)C2)C3)[nH][nH]1	-1	2	28	-11	-0.6	41	-1	20	7
O=S(=O)(Nc1ccc(Cc2ccncc2)cc1)c1ccc(Cl)cc1	-2	1	17	35	22	0	-6	21	3
CCC(C)Nc1ncnc2c1cnn2Cc1ccc(Cl)cc1 (stereo unspecified)	-4	2	7	15	0.5	36	-4	43*	-16
CCC(NS(=O)(=O)c1ccc(C)cc1)C(=O)N1CCOCCOCCOCC1 (stereo unspecified)	-1	-1	-13	13	-0.8	1	1	-5	7
Cc1onc(-c2ccccc2)c1-c1nnc(CN2CCN(S(=O)(=O)c3ccccc3F)CC2)o1	0	1	10	20	-0.8	22	0	2	4
COC(=O)N1CCN(c2ccc(C)c(C)c2)CC1	2	3	-7	2	x	8	x	-2	5
COc1ccc(-c2[nH]c(-c3cc(OC)c4c(c3)OCO4)nc2-c2ccccc2)cc1	0	2	29	-10	95*	33	2	30	-4
Cc1cc(C)cc(OCC(=O)Nc2cnn(CCCC(=O)O)c2)c1	3	-5	-5	15	-0.1	14	-1	6	9
CC(=O)N/C(=C\c1ccccc1)C(=O)N1CCOCC1	-1	-1	9	7	-0.1	-3	2	-2	-17
CN(CC(=O)Nc1ccccc1Cl)C(=O)COC(=O)c1ccc([N+](=O)[O-])s1	-5	2	47*	14	0.0	36	0	27	-2
O=c1oc2ccccc2c(Nc2cccc3cccnc23)c1[N+](=O)[O-]	5	0	0	21	-1.5	9	0	-1	-8
C=CC[C@@H](CC(=O)N[C@@H](CO)Cc1ccccc1)C(=O)N[C@@H](COC(=O)[C@@H](CC=C)CC(=O)OC(C)(C)C)Cc1c[nH]c2ccccc12	-5	-1	8	12	0.6	-8	-6	6	-2
CN(C)c1nccc(Nc2ccccc2)c1C#N	-1	-1	-7	30	0.4	-3	-4	5	23
COCCNc1oc(-c2ccccc2Cl)nc1C#N	0	-3	0	0	-0.4	4	3	0	-23
Cc1nc2ccc(NC(=O)c3ccc(Cl)c(NC(=O)c4cccs4)c3)cc2s1	-4	0	-10	14	0.2	21	-3	-11	2
CCNC(=O)COC(=O)c1cc(-c2ccco2)nc2ccccc12	0	0	-20	21	1.5	-10	0	0	-4
Cn1nnnc1SCC(=O)Nc1ccccc1N1CCOCC1	-1	-2	-19	4	-1.1	2	1	-3	-9
COc1ccc2c(c1)c1ncn(CCN3CCCC3)c(=O)c1n2C	0	3	-21	0	-0.5	4	0	17	7
COc1ccccc1NC(=O)C(C/C=C(\C)Cl)C(C)=O (stereo unspecified)	-3	-3	9	12	0.7	-3	3	9	2
CCCC(c1nnnn1CS(=O)(=O)c1ccc(C)cc1)N1CCC(C(N)=O)CC1 (stereo unspecified)	1	3	-5	-3	0.6	22	-2	-7	-1
CN1C(=O)c2cccc(NC(=O)C3CCCCC3)c2C1=O	-3	-3	-3	0	-2.1	7	-3	10	7
CN1CCN(C(=O)CN(Cc2ccccc2)S(C)(=O)=O)CC1	0	-1	-13	10	-0.9	-6	-1	22	10
CCO[C@@H]1OC(C(=O)NCc2nc3ccccc3[nH]2)=C[C@H](c2coc3ccccc3c2=O)[C@H]1CCCO	-3	-8	-7	7	-0.4	1	-3	5	14
COc1ccccc1C1/C(=C(/O)c2ccc(C)cc2)C(=O)C(=O)N1Cc1ccco1 (stereo unspecified)	-2	-1	-18	-2	3.2	-1	-4	16	5
Cc1nnc(SCc2ccccc2CSc2nnc(C)s2)s1	-2	-1	12	-25	-0.5	15	-1	19	-3
NC(=O)C1CCN(Cc2nc(-c3cccs3)no2)CC1	1	2	7	6	5.4	1	4	17	15
COC(=O)[C@@]1(C)[C@H]2C(=O)N(Cc3ccccc3)C(=O)[C@H]2[C@H]2CN=C(SCC3CC3)N21	x	x	-8	x	-0.6	28	-1	8	x
Cc1cccc(NS(=O)(=O)c2cc(C(=O)N3CCc4ccccc4C3)ccc2Cl)c1C	-2	1	11	26	3.5	32	-16	17	20
COc1ccc(CN2C(=O)C(C)N(C(=O)c3c(F)cccc3F)c3ccccc32)cc1 (stereo unspecified)	-2	-3	-4	18	-0.3	27	0	31	3
O=C(Cn1cnc2ccccc21)c1ccc(Cl)cc1	-2	0	1	16	0.3	8	0	-9	19
C/C(=N\NC(=O)c1cnccn1)c1ccc([N+](=O)[O-])cc1	1	4	-11	13	0.6	1	1	7	2
CC1(C)CC(NC(=O)c2ccccc2)CC(C)(C)N1	-1	-2	-9	-4	-0.5	-7	-5	1	12
COc1ccc(/C=N/NC(=O)C2C(=O)NCC2c2ccccc2)c(OC)c1 (stereo unspecified)	-4	1	-2	8	1.4	10	-2	9	4
Cc1onc(-c2ccccc2Cl)c1C(=O)N1CCN(C/C=C/c2ccccc2)CC1	-3	-2	32	10	1.0	37	-1	30	21
COCCCNC(=O)CNC(=O)c1nn(-c2ccc(OC)cc2OC)c(=O)c2ccccc12	-2	-4	-15	-13	-0.2	2	1	-3	-24
CCN(C[C@H]1N[C@@](CC)(C(=O)OC)[C@H]2C(=O)N(Cc3ccccc3)C(=O)[C@@H]12)C(=O)Nc1ccc(C(F)(F)F)cc1	-4	-3	1	14	1.5	7	0	9	11
CCOC(=O)C1CCN(C(=S)Nc2cccc(C)c2)CC1	-2	-1	-8	1	0.1	3	3	-10	12
O=C(C[C@H]1C[C@H](C(=O)N2CCOCC2)[C@@]2(CCC3CCCC3)c3[nH]c4cc(-c5ccco5)ccc4c3CCN2C1=O)NCC12CC3CC(CC(C3)C1)C2	x	x	-2	x	-1.5	31	3	18	x
The list continues.
SMILES	beta cell repl	APJ ag	TIM10 inh	NLRP3 yeast inh	MPTP block	tim23-1 inh	NR3A LBD binder	tim10-1 inh	APJ antagonist
CCCCCCCC(=O)N1c2ccccc2NC(=O)C1CC(=O)Nc1ccc(C(=O)O)cc1 (stereo unspecified)	-3	4	-15	3	0.7	15	-1	-1	-5
CN(CC(=O)Nc1ccc(F)cc1)C(=O)COC(=O)Cc1c(F)cccc1Cl	1	0	-7	10	0.7	-4	x	-4	-1
COc1ccccc1CNC(=O)/C=C/C(=O)O	-2	-6	-5	9	-0.6	9	-2	11	6
CCN(CC)CCN1C(=O)C(O)=C(C(=O)c2cc3cccc(OC)c3o2)C1c1cccs1 (stereo unspecified)	-2	-4	-3	15	x	3	1	-12	5
NC(=O)CCS(=O)(=O)CCN1CCN(S(=O)(=O)c2ccc3c(c2)CCC3)CC1	-4	-3	-4	20	-2.2	1	-1	-23	-60
O=C(CN(Cc1cccs1)C(=O)CSc1nnc(COc2ccccc2)o1)NC1CCCC1	-1	-2	12	21	1.4	-2	-1	2	9
CCOc1ccc(N(C)c2ccc(/C=C3/SC(=S)NC3=O)cc2)cc1	-4	-7	9	27	30	-1	-1	0	12
CCOC(=O)NC(=S)Nc1ccc(OC)cc1	-2	-2	-7	13	-0.2	5	1	1	4
CCC1=[N+](C)CCn2c(C)ccc21	-2	-3	-4	18	-0.3	6	5	24	10
COc1cc(NC(=O)c2cc(C(C)C)on2)c(OC)cc1Cl	-2	1	25	10	-1.2	31	2	30	-7
Cc1cc(C)c(S(=O)(=O)N2CCCCC2CCNC(=O)C(=O)NCc2cccnc2)c(C)c1 (stereo unspecified)	1	2	6	15	-1.2	21	-1	17	5
CC(C)CC(=O)N=Nc1c(O)[nH]c2ccccc12	-2	-1	0	10	3.1	16	1	20	-10

Screening results deposited in PubChem by Sanford-Burnham Center for Chemical Genomics.
